Screens deposited in PubChem BioAssay by several laboratories.
TRAIL sens C8: viability loss with TRAIL in NB7+C8 cells, primary screen, TRAIL sensitizer project, cell-based, ATPlite luminescence | inhibition (viability loss, TRAIL sensitization), % at 10 µM | 360,000 tested, 1% active;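 active means compounds causing at least 50% loss of cell viability in the single-dose screen, relative to plate controls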
KKLEB tox: cytotoxicity in KKLEB CF airway cells, primary screen, cytotoxicity control for CF NF-kB inhibitor project, cell-based, uHTS, fluorescence assay plates | KKLEB CF airway cells viability, ATPlite luminescence, overnight; hits give low values; cells stimulated with P. aeruginosa culture filtrate | activity change (cytotoxicity), % at 5 µM | 360,000 tested, 0.36% active | AID 602141, 2011;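 active means corrected activity change at or below -50% at 5 µM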
NCOA2 inhibitor: inhibition of GAL4-SRC2 driven luciferase reporter, primary screen, SRC2 inhibitor project, cell-based, luminescence; Nuclear receptor coactivator 2 (Homo sapiens), Q15596; HEK293 GAL4-SRC2 luciferase reporter; inhibition, % at 9 µM; 370,000 tested, 0.17% active; AID 651957, 2012;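 active means inhibition above the mean inhibition of all tested compounds plus 3 SD, set per campaign, cut at about 52% in these data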;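 further: 0% = DMSO treated cells and 100% = cells given Gossypol at 36 µM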
NR2F2 inh: NR2F2 transcriptional activity inhibitors, primary screen, cell-based, luciferase reporter, HEK293T, luminescence. COUP transcription factor 2 (Homo sapiens), P24468. 370,000 tested, 0.7% active. HEK293T NGFI-A luciferase reporter. AID 686940, 2013. inhibition, % at 8.6 µM;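 active means inhibition above a per-plate cutoff, mean inhibition of test wells between control levels plus 3 SD, cut at about 38% in these data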;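 further: cells cotransfected with COUP-TFII expression vector driving the NGFI-A reporter; 0% = median of COUP-TF2 test wells and 100% = reporter-only cells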
Target sequence (P24468 whole entry, looked up): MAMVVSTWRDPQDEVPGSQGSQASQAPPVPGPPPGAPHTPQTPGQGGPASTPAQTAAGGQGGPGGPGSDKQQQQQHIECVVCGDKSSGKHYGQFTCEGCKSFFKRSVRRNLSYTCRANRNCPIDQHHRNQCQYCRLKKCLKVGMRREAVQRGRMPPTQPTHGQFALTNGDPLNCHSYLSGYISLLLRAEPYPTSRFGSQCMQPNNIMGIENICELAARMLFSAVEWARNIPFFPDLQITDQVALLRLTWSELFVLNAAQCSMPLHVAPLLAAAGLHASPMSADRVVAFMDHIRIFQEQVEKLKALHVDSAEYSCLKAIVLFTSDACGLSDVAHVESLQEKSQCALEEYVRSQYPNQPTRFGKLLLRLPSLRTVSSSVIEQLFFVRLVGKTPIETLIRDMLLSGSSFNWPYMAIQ
EBV LMP1 NFkB: EBV LMP1-driven NF-kappaB luciferase reporter inhibitors, primary screen, cell-based, luminescence, single point; 350,000 tested, 0.69% active; inhibition, % at 12.5 µM; LMP1-induced NF-kappaB luciferase reporter cells; AID 504558, 2011; in the data active means inhibition above about 41%;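 further: 0% = neutral control wells and 100% = reference inhibitor control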
NR5A2 inv ag: LRH-1 (NR5A2) inverse agonists, primary screen, cell-based, luminescence, HEK293T, StAR-luciferase reporter; Nuclear receptor subfamily 5 group A member 2 (Homo sapiens), O00482; LRH-1 transfected, 24 h; inhibition, % at 3.6 µM; 360,000 tested, 0.13% active; AID 602396, 2012;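 active means inhibition above the mean inhibition of all tested compounds plus 3 SD, cut at about 73% in these data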;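 further: 0% = DMSO wells and 100% = reporter-only cells lacking LRH-1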
NCOA1 inh: SRC1 coactivator transcriptional activity inhibitors, primary screen, cell-based, luminescence; 360,000 tested, 0.12% active; Nuclear receptor coactivator 1 (Homo sapiens), Q15788; HEK293 GAL4-SRC1 luciferase reporter; inhibition, % at 3.6 µM;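 active means inhibition above the campaign mean plus 3 SD, with each screening campaign given its own cutoff, cut at about 60% in these data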;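 further: 0% = DMSO treated cells and 100% = gossypol at 36 µM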
CF NFkB block: inhibitors of PAF-induced NF-kB signaling, primary screen, cell-based, GFP fluorescence, uHTS. KKLEB NF-kB-GFP reporter, GFP fluorescence overnight. inhibition, % at 5 µM. 360,000 tested, 0.86% active;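 active means at least 50% inhibition at 5 µM, scaled per plate between neutral and stimulator controls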;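 further: PAF is a Pseudomonas aeruginosa culture filtrate used as stimulus; plate controls were PAF-stimulated DMSO wells for no effect and unstimulated DMSO wells for full effect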
TROY NFkB inh: inhibitors of TROY-driven NF-kB signaling, primary screen, Q293 LMP1-TROYcd cells, NF-kB luciferase, uHTS; Q293 LMP1-TROYcd NF-kB luciferase reporter, 4 h; inhibition, % at 10 µM; 360,000 tested, 0.98% active; AID 1347056, 2019;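 active means compounds whose plate-normalised and pattern-corrected inhibition of the luciferase reporter signal at the single screening dose is 50% or more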
TWEAK Fn14 block: inhibitors of TWEAK-Fn14 signaling, primary screen, luciferase reporter cells, uHTS. TWEAK-stimulated Fn14 reporter cells, luciferase luminescence, 8 h. inhibition, % at 10 µM. 360,000 tested, 2% active. AID 1159606, 2016; in the data active means inhibition above about 50%
NCOA3 inh: SRC3 coactivator transcriptional activity inhibitors, primary screen, cell-based, luminescence. inhibition, % at 3.6 µM. AID 588352, 2011. 360,000 tested, 0.17% active. HEK293 GAL4-SRC3 luciferase reporter;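 active means inhibition above a per-campaign cutoff, the mean of all compounds plus 3 SD, cut at about 60% in these data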;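 further: 0% = DMSO-treated cells and 100% = gossypol-treated cells at 36 µM; higher means less SRC3-driven luciferase light from the GAL4 reporter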
Active calls of the source: *; . = not tested or not shown.

SMILES	TRAIL sens C8	KKLEB tox	NCOA2 inhibitor	NR2F2 inh	EBV LMP1 NFkB	NR5A2 inv ag	NCOA1 inh	CF NFkB block	TROY NFkB inh	TWEAK Fn14 block	NCOA3 inh
Cc1ccc(C(C)C)c(OCC(O)CN2CCc3ccccc3C2)c1 (centres undefined)	15	-7	12	3	4	-3	-7	6	12	-6	-17
COC(=O)c1ccccc1NC(=O)COc1ccc(S(=O)(=O)N2CCCC2)cc1C	6	1	-32	-1	-1	-16	-1	8	19	4	8
O=C(CN1C(=O)NC2(CCCCCCC2)C1=O)N1CCN(C(=O)c2ccco2)CC1	3	1	0	-10	-12	14	-3	-8	-13	0	-8
CCN(CC)c1ccc(C(=O)c2cnc(/N=C/N(C)C)s2)cc1	2	-15	-42	-17	-16	-55	-63	-15	-17	-18	-46
CC(C)CNc1ncnc2c1ncn2[C@H]1CN(Cc2ccncc2)C[C@@H](CO)O1	-5	-30	-4	11	.	-3	6	19	6	-7	1
CCC(=O)N(CCC(Cc1ccccc1)c1ccc2c(c1)OCO2)Cc1ccccc1F (centres undefined)	9	-1	8	14	3	19	3	0	2	-13	21
O=C(N/N=C/c1ccc2nccnc2c1)c1ccc(Br)cc1	-1	13	-30	10	.	8	-2	3	-30	-30	-1
C=CCn1c(C)nnc1SCC(=O)N1c2ccccc2NC(=O)C1(C)C	-11	1	-20	8	6	14	0	-12	4	-11	7
COC(=O)N(C)C[C@@H]1OCc2cn(nn2)CCCC(=O)N([C@H](C)CO)C[C@H]1C	38	3	-14	-3	.	9	-1	-24	-4	4	0
COc1ccc(-c2cc(C(F)(F)F)nc(-n3cc(Cl)cn3)n2)cc1	2	-2	9	-6	3	5	-8	-16	-9	-4	11
CCC(C)Sc1nc2c(c(=O)n1C)SC(C)C2 (centres undefined)	-4	13	10	11	0	-11	-14	5	1	-4	-19
Cc1cccc(N=C2NC(=O)CS2)c1C	5	-3	7	-5	2	18	6	1	-11	-5	-14
C=CCc1cccc(CNn2cnnc2)c1O	-9	6	5	-4	-12	3	-28	1	0	8	1
Cc1ccc(NC(=O)COC(=O)c2nn(C)c(=O)c3ccccc23)cc1F	-23	5	12	-3	-7	16	12	-31	12	-16	10
COc1ccc(C(=O)NCCn2ccc3ccccc32)cc1	13	8	3	-16	-15	-144	-72	-9	43	30	-49
Cn1cc(CNC(=O)C2CCCCC2)cn1	4	-2	-7	-10	4	-10	11	12	3	-1	5
CCn1c(CCNC(=O)c2ccc(Cl)c(Cl)c2)nnc1SCCOc1ccc(OC)cc1	7	-10	15	-1	5	-36	-6	-27	5	6	12
CCN(CC)c1ncnc2c1ncn2[C@H]1CN(Cc2ccc(OC)cc2)C[C@@H](CO)O1	-13	-4	-3	3	.	19	7	29	-7	-4	-17
Cn1cc(CNC(=O)c2cc(COc3ccc4c(c3)CCCC4)on2)cn1	31	-1	-5	9	-4	-40	-9	1	3	0	12
CCOc1ccc2nc(Cl)c(CN(C(C)=O)C3CCCCC3)cc2c1	-8	-13	5	14	0	-4	5	7	-2	2	12
O=C(NNC(=O)C1CC1c1ccccc1)c1ccccc1F (centres undefined)	0	-2	14	4	-2	-4	-14	-1	-25	-1	-15
O=C(NCCCN1CCOCC1)c1csc2c1CCCC2	6	7	8	-6	-1	-20	-3	-5	-7	12	0
COc1ccccc1C1C2=C(N=C3SCC(=O)N31)c1ccccc1CC2 (centres undefined)	0	4	-14	5	2	-6	-2	0	-10	6	4
CCCC(c1nnnn1CCOC)N1CCN(c2cccc(OC)c2)CC1 (centres undefined)	6	-1	-3	-5	-6	-7	-17	6	7	10	-13
COc1cccc(NC(=O)CN(C)C(=O)c2ccc(COc3ccccc3)cc2)c1	7	-10	-22	-9	-1	-16	-13	6	-10	0	-20
COc1ccc(NC(=O)c2ccc3c(c2)C(=O)N(Cc2cccnc2)C3=O)cc1	-1	-9	-7	-17	-3	5	-7	4	-7	-48	-14
COc1cc(C(C(=O)NC2CCCC2)N(CCO)C(=O)Cn2nnc(-c3ccc(C)o3)n2)ccc1O (centres undefined)	-2	5	-8	0	4	2	-4	-4	18	5	4
O=C(NCc1ccccc1)c1nccnc1CO	-15	7	8	-2	-5	-3	1	2	4	-1	9
CCn1c(CNc2ccc(Cl)cc2)nnc1SCC#N	-12	-8	-3	-6	0	-22	2	10	-12	-9	1
Cc1cccc(NC(=O)NCC(c2ccco2)N2CCCCC2)c1 (centres undefined)	-10	-6	-34	-3	-2	-2	-12	-3	-27	-3	5
O=C(NCCCN1CCOCC1)/C(=C/c1cccnc1)NC(=O)c1ccccc1	-4	3	8	-8	-3	11	-12	-4	21	13	8
O=C(C1CCC1)N1CCc2cc(S(=O)(=O)NCC3COc4ccccc4O3)ccc21 (centres undefined)	-21	-11	2	23	6	9	8	15	23	-4	0
COc1ncnc2c1sc1nc(-c3ccccc3)c3c(c12)CCCC3	-3	17	3	3	2	1	-29	19	-1	15	-6
CCCCc1ccc(NC(=O)c2ccc(N(C)S(C)(=O)=O)cc2)cc1	53*	-18	-3	35	33	26	28	18	-16	37	22
CC1=C(C(=O)Nc2ccc(Cl)cc2)C(c2cccs2)n2nnnc2N1 (centres undefined)	-6	18	7	19	-2	-7	6	-8	11	22	22
CC1(c2ccccc2)NC(=O)N(CC(=O)N2CCN(S(=O)(=O)c3cccs3)CC2)C1=O (centres undefined)	-13	-11	-8	-4	-6	16	-6	7	-2	-13	8
O=C(O)c1ccc(NS(=O)(=O)c2ccc(N3CCCC3)c([N+](=O)[O-])c2)cc1	-4	13	-17	-1	8	-12	9	-1	8	15	11
COc1ccc2c(c1OC)C(=O)N1c3ccccc3C(=O)N(c3ccc(F)cc3)C21 (centres undefined)	29	-4	10	6	5	30	30	32	10	12	44
C/C(=N/N=C/c1ccc(N(C)C)cc1)c1ccccc1	56*	12	-50	-1	-18	-5	-85	-12	-10	-6	-25
Cc1c(Cl)cccc1NC(=S)N1CCN(C(=O)C2CCCO2)CC1 (centres undefined)	-9	-4	4	2	-13	-25	-1	-3	4	13	8
CCOC(=O)C1=C(C)NC(=S)N(C=O)C1c1ccccc1 (centres undefined)	1	-4	13	-6	-1	5	7	0	-3	7	9
C/C(Cn1nnc([N+](=O)[O-])n1)=N\NC(=O)c1ccncc1	15	-3	23	-8	-14	4	-25	-1	-1	-12	1
COc1ccc2c(c1)[C@H]1[C@H](CO2)[C@H](c2ccccc2)[C@]2(C)C(=O)Nc3ccccc3C(=O)N12	5	-1	3	-4	5	18	-14	-2	26	23	20
Cc1cc(C)c2nc(SCc3ccc([N+](=O)[O-])cc3)nc(C)c2c1	-11	-10	-2	11	2	-13	-11	6	-9	-8	5
COc1ccccc1N1CCN(CCCCOc2cccc3ccccc23)CC1	15	-7	-12	14	7	-15	7	9	-3	-3	4
c1ccc(Cc2nnc(-c3ccccc3)o2)cc1	-5	-14	-52	-58	-19	-86	-68	6	-63	-28	-76
CCCC(=O)Nc1sc(C)c(-c2ccc(OC)cc2)c1C#N	-9	1	-5	6	12	-1	-21	10	6	7	10
COc1cc(C2C(C(=O)/C=C/c3ccccc3)=C(O)C(=O)N2c2ccccn2)ccc1O (centres undefined)	8	-2	-19	-9	-7	-22	-36	-21	-35	15	-35
CCO[C@H]1OC(C(=O)NC2CC2)=C[C@@H](C)[C@@H]1CCCO	-14	5	-13	7	3	0	2	-4	0	11	-19
